# Bioassay records: PubChem BioAssay, Southern Research Specialized Biocontainment Screening Center
# M. tuberculosis HTS = M. tuberculosis growth inhibition, HTS (AID 449762) | actives 0.59% (n = 330,000) | M. tuberculosis H37Rv growth inhibition, 7H9 media; higher % means a stronger effect | inhibition, % at 25 µM, or IC50 in µM where a hit was titrated; in the data active means a potency from the dose series; inconclusive means inhibition above about 70% without an active follow-up result;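 further: bacterial growth assessed after seven days of incubation; strong numbers were not always called active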
# VEEV TC-83 Vero = inhibitors of VEEV TC-83 cytopathic effect, confirmation, Vero cells (AID 588727) | Vero cells, VEEV TC-83 cytopathic effect inhibition; higher % means a stronger effect | inhibition, % at 20 µM, or IC50 in µM where a hit was titrated | actives 0.13% (n = 350,000); in the data active means a potency from the dose series; inconclusive means inhibition mostly from about 14% at the one dose, without a potency; inactive means the rest, 99 in 100 with inhibition below about 12%; further: strong numbers were not always called active
# M. tuberculosis = growth inhibition of non-replicating M. tuberculosis (AID 488890); Mycobacterium tuberculosis non-replicating, growth inhibition; higher % means a stronger effect; inhibition, % at 25 µM, or IC50 in µM where a hit was titrated; actives 0.39% (n = 320,000); in the data active means a potency from the dose series; inconclusive means inhibition mostly from about 82% at the one dose, without a potency; inactive means the rest, 99 in 100 with inhibition below about 76%;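 further: plate controls were DMSO cells for no effect and high antibiotic wells for full effect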
# PhoP GFP inhibition = PhoP regulon inhibitors, Salmonella typhi PhoP promoter GFP reporter, confirmatory (AID 1850). Salmonella Typhi PhoP-promoter GFP reporter, fluorescence, 4 h; higher % means a stronger effect. one-dose inhibition, % at 50 µM; IC50 in µM for titrated hits. actives 0.33% (n = 310,000); in the data active means a potency from the dose series; inconclusive means inhibition mostly from about 25% at the one dose, without a potency; inactive means the rest, 99 in 100 with inhibition below about 19%;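 further: 0% = induced wells with vehicle and 100% = uninduced wells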
# influenza NS1A = NS1A inhibition, H1N1 influenza, cell based functional assay (AID 504329). NS1A functional cell-based assay, percent inhibition; higher % means a stronger effect. actives 0.3% (n = 340,000). inhibition, % at 12.5 µM, or IC50 in µM where a hit was titrated; in the data active means a potency from the dose series; inconclusive means inhibition above about 27% without an active follow-up result; further: strong numbers were not always called active
# VEEV TC-83 Vero 10K pilot screen = second read-out of VEEV TC-83 Vero, no call of its own (marks repeat the call); inhibition, %; measured here: 10K pilot screen inhibition
# The depositor's hits bear a star; i = inactive; ? = inconclusive; nt = no result given.
SMILES,M. tuberculosis HTS,VEEV TC-83 Vero,M. tuberculosis,PhoP GFP inhibition,influenza NS1A,others
COc1ccc(Cc2noc(CN(C)Cc3ccc(-n4cccn4)cc3)n2)cc1OC,-4%,2.8%,-6%,-1%,6%,
COc1ccc(C2/C=C\CN(C(=O)Oc3ccc(C(F)(F)F)cc3)CC(=O)N2Cc2ccc(F)cc2)cc1 (stereo not drawn),0%,i,-1%,-4%,12%,
Cc1cc(C(F)(F)F)cc(NNC(=O)NC(=O)c2ccccc2Cl)n1,11%,i,-6%,4%,nt,
Cc1nc(N)nc(OCC(F)(F)C(F)F)c1Br,-4%,0.8%,-12%,-8%,12%,
CCOc1ccc(C(=O)c2ccccc2C(=O)O)cc1OCC,-7%,0.6%,-3%,-6%,-4%,
C=CCOn1c(=O)c(-c2ccc(F)cc2)[n+]([O-])c2ccccc21,nt,0.3%,nt,nt,-4%,
COc1cc2c(c(OC)c1OC)-c1ccc(OC)c(=O)cc1[C@@H](N(C)CC#CCO)CC2,2%,i,2%,-13%,22%,
O=C(CSc1c[nH]c2ccccc12)NCc1ccc2c(c1)OCO2,3%,3.1%,0%,-4%,0%,
Cc1cc(C)cc(NC(=O)N2CCCN(c3ncccc3[N+](=O)[O-])CC2)c1,-10%,8.4%,2%,18%,6%,
Cc1nc2sc(C)c(C)c2c(=O)[nH]1,0%,0.9%,nt,3%,-8%,
O=C(Nc1ccc2nc3n(c(=O)c2c1)CCCCC3)c1ccccc1[N+](=O)[O-],1%,2.2%,-10%,1%,-9%,
Cc1cc2c(cc1S(=O)(=O)N(C)c1ccccc1)n(C)c(=O)n2C,2%,7.5%,-6%,-4%,-4%,
O=C(CCCC(=O)N/N=C\c1ccccn1)N/N=C\c1ccccn1,-3%,3.6%,-23%,-8%,-3%,
Cc1cc(C)n(CCNC(=O)C2CCC(=O)N(CC3CCCCC3)C2)n1 (stereo not drawn),4%,3.5%,-8%,1%,0%,
COc1ccc(CCNC(=O)CSc2cn(Cc3cccc(C)c3)c3ccccc23)cc1OC,2%,1.2%,-19%,-1%,9%,
CN(C)c1ccc(Nc2ccc([N+](=O)[O-])cn2)cc1,5%,0.2%,7%,14%,26%,
CCSc1ccccc1C(=O)N1CCN(Cc2ccc3c(c2)OCO3)CC1,-6%,2.9%,1%,-7%,4%,VEEV TC-83 Vero 10K pilot screen=0.6
CCC/C=C(\CCC)C(NC(=O)c1ccc(C(=O)OC)cc1)c1ccc(C(=O)OC)cc1 (stereo not drawn),-13%,nt,-4%,-37%,nt,
CNC(=O)c1cc(S(=O)(=O)Nc2ccc3c(c2)OCO3)ccc1C,-3%,3.7%,-8%,-7%,13%,
O=c1cc(-c2ccccc2)[nH]c2ccccc12,4%,8.6%,nt,11%,-1%,
O=C(NC1CCCCCC1)c1ccc2nc3cc(Cl)ccc3c(=O)n2c1,2%,i,1%,5%,3%,
CN(C)/C=C/C(=O)c1cc(F)cc(C(F)(F)F)c1,5%,0.2%,-4%,-10%,-5%,
Cc1cc(NC(=O)c2ccco2)ccc1NC(=O)c1ccco1,nt,i,nt,nt,-7%,
Cc1nn(CC(=O)NC2CC2)c(C)c1S(=O)(=O)NC(C)(C)C,4%,0.3%,-2%,nt,-7%,
CC(Oc1ccc2ccccc2c1)C(=O)N/N=C/c1cccnc1 (stereo not drawn),9%,2.1%,60%,7%,-8%,
COc1ccc(-c2nc(=S)c3c(n2CCN2CCOCC2)CC(C)(C)OC3)cc1,2%,0.1%,7%,3%,5%,
CCC1=Nc2ccccc2NC2=C1C(=O)CCC2,-1%,3.4%,1%,1%,0%,
COC(=O)C1=C(c2c(C)noc2C)C[C@@H]2CC[C@H]1N2C(=O)NCc1ccco1,-8%,1.7%,5%,nt,-9%,
C=CCn1c(CNC(=O)c2ccco2)nnc1SCC(=O)Nc1cccc(F)c1,-8%,1.1%,6%,13%,-5%,
Nc1cc[n+](CC(=O)Nc2ccccc2)cc1,-5%,0.9%,2%,-2%,-7%,
COc1ccc2c(C)cc(SCc3c(C)noc3C)nc2c1,1%,1.3%,8%,-4%,1%,
Cc1cc(N)n2ncc(-c3ccc(Cl)cc3)c2n1,?,5.5%,38%,-9%,6%,
COc1cccc(Cn2nnc(C(=O)Nc3ccc(C)cc3)c2N)c1,-5%,0.2%,1%,-3%,4%,
COC(=O)C1=C(c2ccccc2OCc2ccccc2)C[C@@H]2CC[C@H]1N2C(=O)NCCc1ccc(F)cc1,-3%,2.5%,36%,nt,8%,VEEV TC-83 Vero 10K pilot screen=2.7
CON/C=C(\C=Nc1ccc(C(F)(F)F)cc1)c1ncc(C(F)(F)F)cc1Cl,12%,i,6%,-6%,-7%,
O=C(Nc1ccccc1Br)C1CCN(C(=O)Cc2ccccc2)CC1,6%,i,27%,-5%,-3%,
CC(=O)N1CCC(=NNc2ccc(S(=O)(=O)N3CCOCC3)cc2[N+](=O)[O-])CC1,5%,1.1%,0%,6%,2%,
CCOC(=O)C(=O)NCc1ccc(/C=C2/N=C(C)C(C(=O)OCC)=C2O)o1,1%,i,-7%,7%,-2%,
O=C(COc1ccc(Br)cc1)NCCCNC(=O)c1cnccn1,-5%,0.6%,-22%,11%,3%,
Cc1ccc(NC(=O)/C(C#N)=C/c2cccs2)c(C)c1,6%,0.6%,6%,3%,5%,
COc1ccc2c(c1)C(C1=C(O)CC(C)(C)CC1=O)C1=C(CC(C)(C)CC1=O)O2 (stereo not drawn),-5%,i,?,-3%,3%,
Cc1cc([N+](=O)[O-])nn1CCCC(=O)NC(C)c1ccccc1 (stereo not drawn),-7%,i,-11%,2%,16%,
CCC(C)(C)n1nnnc1C(c1cc2cc(C)ccc2[nH]c1=O)N1CCCc2ccccc21 (stereo not drawn),0%,0.3%,37%,6%,8%,
Cc1nc2ccccn2c1C(=O)CSc1cccc(Cl)c1,2%,6.1%,61%,-1%,-4%,
Cc1ccc(C(C)C)c2oc(=O)cc(-c3ccc(-c4ccc(C(F)(F)F)cc4)cc3)c12,nt,i,nt,nt,-1%,
CN(C)c1ccc(C=C2C(=O)NC(=S)NC2=O)cc1,nt,>25µM*,nt,nt,-16%,
O=c1c2cc3c(cc2[nH]c(=S)n1Cc1ccco1)OCO3,9%,3.1%,4%,-1%,0%,
O=C(CCCN1C(=O)/C(=C/c2cccc(Br)c2)SC1=S)NCCCN1CCOCC1,-7%,22%,25%,-3%,5%,

# Ordered by formula weight (lowest first): part of the list above
SMILES,M. tuberculosis HTS,VEEV TC-83 Vero,M. tuberculosis,PhoP GFP inhibition,influenza NS1A,others
Cc1ccc(NC(=O)/C(C#N)=C/c2cccs2)c(C)c1,6%,0.6%,6%,3%,5%,
Cc1cc([N+](=O)[O-])nn1CCCC(=O)NC(C)c1ccccc1 (stereo not drawn),-7%,i,-11%,2%,16%,
CCOC(=O)C(=O)NCc1ccc(/C=C2/N=C(C)C(C(=O)OCC)=C2O)o1,1%,i,-7%,7%,-2%,
O=C(COc1ccc(Br)cc1)NCCCNC(=O)c1cnccn1,-5%,0.6%,-22%,11%,3%,
CC(=O)N1CCC(=NNc2ccc(S(=O)(=O)N3CCOCC3)cc2[N+](=O)[O-])CC1,5%,1.1%,0%,6%,2%,
CCC(C)(C)n1nnnc1C(c1cc2cc(C)ccc2[nH]c1=O)N1CCCc2ccccc21 (stereo not drawn),0%,0.3%,37%,6%,8%,

# (further entries)
SMILES,M. tuberculosis HTS,VEEV TC-83 Vero,M. tuberculosis,PhoP GFP inhibition,influenza NS1A,others
Cc1ccn2c(C(=O)N/N=C\c3ccccc3[N+](=O)[O-])c(C)nc2c1,-1%,0.2%,-19%,-13%,-4%,
CC(=O)C(Cc1ccccc1)NC(=O)CN1CCN(Cc2ccccc2)CC1 (stereo not drawn),7%,0.2%,1%,-10%,4%,
CCC(C)Oc1nc(C)cc(C)c1S(=O)(=O)c1ccccc1C (stereo not drawn),-2%,0.0%,12%,10%,-6%,
CN(C)C(=O)c1ccc(-c2n[nH]c(=O)c3ccccc23)cc1,-8%,1.5%,-2%,-3%,3%,
COCc1cc(C)nc2sc(C(=O)Nc3ccc(OC)cc3)c(N)c12,22%,2.2%,20%,-2%,-2%,
CCOC(=O)C1=C(COC(=O)c2cccc(N(C)C)c2)NC(=O)NC1C (stereo not drawn),0%,8.9%,-8%,11%,5%,
COc1ccc(/C=N/n2c(C)nc3c([nH]c4ccccc43)c2=O)cc1CN1CCCC(C)(C)C1,7%,1.2%,18%,9%,-7%,
COc1ccc2[nH]c(=O)c(CN(C(=O)C(C)C)c3ccccc3OC)cc2c1,-4%,6.2%,-4%,-1%,-6%,
NC(=O)CSc1nnc(C2CC2)n1-c1ccccc1,0%,i,3%,-2%,3%,
CC1CCCC(C)N1C(=O)COC(=O)CN1C(=O)c2ccccc2C1=O (stereo not drawn),4%,0.8%,-11%,nt,-3%,
Cc1ccc(CNc2nc(N)c([N+](=O)[O-])c(NCc3ccccc3)n2)cc1,-1%,0.3%,-21%,-1%,-8%,
CCOC(=O)C1Cc2c([nH]c3ccccc23)CN1 (stereo not drawn),-2%,1.4%,-19%,4%,0%,
Cc1ccc(S(=O)(=O)N(C)C/N=C(\N)N[N+](=O)[O-])cc1,-4%,1.0%,-7%,-1%,nt,
Cc1cc(C(=O)N/N=C2\CCCC(=O)C2)c2ccccc2n1,-6%,0.5%,8%,3%,7%,
COc1ccc(CNC(=O)c2ccc(CS(=O)Cc3cccc(Cl)c3)o2)cc1 (stereo not drawn),5%,3.6%,34%,1%,6%,
CC(=O)Nc1ccc(OCCOc2ccc(/C=C3/C(=N)N4C=CSC4=NC3=O)cc2)cc1,-1%,0.2%,nt,3%,5%,
O=S(=O)(c1ccc(S(=O)(=O)N(Cc2ccc(F)cc2)C2CCCC2)cc1)N1CCCC1,nt,2.4%,nt,nt,0%,
CCCN(CC(=O)Nc1ccccc1C)C(=O)c1ccc(N2CCCC2=O)cc1,-8%,2.1%,-3%,nt,-18%,
Cc1nc2sc(C(c3ccc(Cl)cc3)N3CCOCC3)c(O)n2n1 (stereo not drawn),-7%,1.9%,nt,-20%,-1%,
O=C(NNC(=S)Nc1ccccc1C(F)(F)F)C1CC1,1%,0.6%,21%,5%,nt,
Cc1ccc(CCNC(=O)CNC(=S)N(Cc2ccccc2)Cc2cccnc2)cc1,2%,6.5%,38%,8%,-11%,
NC(=O)NC(CC(=O)NCCc1ccc(S(N)(=O)=O)cc1)c1ccccc1Cl (stereo not drawn),-4%,0.2%,-4%,6%,-13%,
CCOC(=O)C(C)Oc1cccc2c(=O)n(CC(=O)NCCc3ccccc3)ccc12 (stereo not drawn),7%,0.6%,-11%,23%,0%,
Cc1nc(C)n(C(C)CNS(=O)(=O)c2ccc(C)c(C)c2)n1 (stereo not drawn),1%,1.1%,7%,-12%,9%,
COc1ccccc1N(Cc1cc(=O)[nH]c2ccccc12)C(=O)C(C)C,-5%,0.7%,-3%,1%,3%,
Cc1cccc(N(Cc2ccccc2)C(=O)c2ccc(F)c(S(=O)(=O)N3CCOCC3)c2)c1,-6%,7.6%,12%,-1%,-5%,
COc1ccc(-c2csc(Nc3ccc(S(=O)(=O)Nc4cc(C)on4)cc3)n2)cc1C,25%,10%,59%,-1%,0%,
O=C(CN1C(=O)CCSc2ccccc21)NC1CCCCC1,-7%,i,5%,-9%,8%,
C[N+]1(CC(=O)OCCCc2ccccc2)CCCCC1,4%,0.1%,-3%,5%,-7%,
COc1ccccc1C(=O)Nc1ccnn1C1CCN(Cc2ccc3nonc3c2)CC1,7%,3.4%,22%,9%,6%,
CC(Sc1nncs1)C(=O)Nc1ccc2c(c1)OCO2 (stereo not drawn),-11%,i,-10%,3%,0%,
O=C(Nc1ccccc1)N1CCCN(c2c(Cl)cncc2Cl)CC1,3%,0.4%,12%,-1%,-23%,
OCCCNC(=S)Nc1ccc2nc(-c3ccccn3)c(-c3ccccn3)nc2c1,-4%,0.5%,0%,-19%,0%,
CCN(c1ccccc1)S(=O)(=O)c1ccc(OC)c(NC(=O)c2ccc(=O)[nH]c2)c1,0%,0.0%,9%,nt,0%,
O=C(OCC(=O)N1CCOCC1)c1ccc(F)cc1Cl,2%,0.6%,11%,1%,1%,
O=C(NCSc1ccnc(SCNC(=O)c2ccccc2)n1)c1ccccc1,-2%,i,2%,18%,-12%,
Cc1ccccc1OCC(=O)NCCc1nc2ccccc2[nH]1,6%,1.0%,-7%,1%,-8%,
NNC(=O)c1c(O)c2cccc3c2n(c1=O)CCC3,67%,i,40%,-21%,-18%,
O=C(OCCNc1ccc(C(F)(F)F)cc1[N+](=O)[O-])c1cc2ccccc2oc1=O,16%,i,75%,-13%,-12%,
